Screens as filed in PubChem BioAssay.
AID2073: disruptors of CaV2.2 binding to Mint1 – biochemical, HTRF (AID 2073); HTRF protein-protein interaction, Mint1-CaV2.2; higher % means a stronger effect; 290,000 compounds, 0.19% hits; inhibition, % at 20 µM; hits with a dose series show IC50 in µM; in the data active means inhibition mostly above about 51%, no sharp cut-off; inconclusive means no clear call, values can overlap the other calls; inactive means mostly below about 53%; further: some results filed as inactive read as strong as hits
GPR55 beta-arrestin: selective activators of receptor GPR55 – imaging, U2OS cells, beta-arrestin-GFP redistribution, primary screen (AID 1961); one-dose activation, % at 10 µM; EC50 in µM for titrated hits; 290,000 compounds, 0.048% hits; U2OS GPR55 beta-arrestin-GFP redistribution imaging; higher % means a stronger effect;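 active means activation above 40% with more than 50 cells counted in the well; inconclusive means wells holding fewer than 50 cells, flagged as toxic or sparse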;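 further: U2OS osteosarcoma cells stably expressing GPR55 and beta-arrestin-GFP; plate controls were DMSO negative control for no effect and LPI positive control for full effect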
Dynein transport: dynein cargo transport inhibition | AID 1381 | 3617.4 mouse cells, GR-EGFP nuclear translocation imaging; test concentration mostly 20 µM; stimulated with dexamethasone, 1 µM; stronger effect = lower value | z-score, hits read low | 220,000 compounds, 0.47% hits;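 active means plate z-score of nuclear minus cytoplasmic receptor signal below a set negative limit, without overly bright fluorescence or cell loss, cut at about -3.5 in these data, passing the limit was not always enough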;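 further: z-score of nuclear minus cytoplasmic ring GR-EGFP intensity difference per well; some compounds called inactive have numbers as strong as hits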
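Medium: Induction medium lacking tetracycline, stripped serum | Probe or stimulus: 1.0 µM final dexamethasone stimulus | Schedule: 48 h induction, then 1 h compound, then 30 min agonist, 37 °C | Signal: Automated 10x imaging of fixed Hoechst-stained cells | Evaluation: Per-cell GR-EGFP intensity, nucleus versus surrounding cytoplasmic ring, well-averaged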
P. falciparum M17LAP: P. falciparum M17LAP inhibitors, primary screen, biochemical, fluorogenic H-Leu-NHMec substrate, 1536-well (AID 1619); 220,000 compounds, 0.38% hits; inhibition, % at 30 µM, or IC50 in µM where a hit was titrated; recombinant M17LAP, H-Leu-NHMec fluorogenic kinetic assay; higher % means a stronger effect;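 active means compound inhibiting the enzyme by more than half at any dose during confirmatory dose-response retesting; inconclusive means strong single-dose inhibitors picked by rank but not retested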;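 further: plate controls were full reaction with DMSO carrier for no effect and no enzyme background for full effect; strong numbers were not always called active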
M1AAP inhibition: P. falciparum M1AAP inhibitors, biochemical, fluorogenic H-Leu-NHMec substrate, 1536-well (AID 1445); one-dose inhibition, % at 30 µM; IC50 in µM for titrated hits; 220,000 compounds, 0.42% hits; recombinant M1AAP, H-Leu-NHMec fluorogenic kinetic assay; higher % means a stronger effect;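 active means primary inhibition above the hit cutoff, then over 50% inhibition at one or more dose response concentrations, cut at about 23% in these data, passing the limit was not always enough; inconclusive means conflicting primary data, or primary hits not chosen for dose response; inactive means low primary inhibition, or under 50% at every dose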;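 further: plate controls were DMSO full reaction for no effect and no enzyme background for full effect; strong numbers were not always called active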
NOD2 inhibition: NOD2 signaling inhibitors, cell-based, luminescence, uHTS, HEK293 (AID 1566); HEK293 NOD2/NF-kB luciferase reporter, luminescence; higher % means a stronger effect; one-dose inhibition, % at 4 µM; EC50 in µM for titrated hits; 290,000 compounds, 0.63% hits; further: many of its hits are not listed in these tables
NOD1 NF-kB reporter: NOD1 signaling inhibitors, primary screen, cell-based, luminescence, uHTS (AID 1578). inhibition, % at 4 µM; hits with a dose series show EC50 in µM. 290,000 compounds, 1% hits. NOD1-driven NF-kB luciferase reporter cells, luminescence; higher % means a stronger effect; in the data active means inhibition mostly above about 36%, no sharp cut-off; inactive means mostly below about 34%;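 further: HEK-293T reporter cells stimulated with the NOD1 agonist gamma-tri-DAP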
KOR beta-arrestin-1: KOR agonists, beta-arrestin recruitment, primary screen, cell-based, luminescence, uHTS (AID 1777). KOR beta-arrestin recruitment, luminescence; higher % means a stronger effect. activation, % at 10 µM, or EC50 in µM where a hit was titrated. 280,000 compounds, 0.02% hits; in the data active means activation above about 50%, passing the limit was not always enough; further: a part of the inactive calls stands beside numbers as strong as those of hits
KOR beta-arrestin-2: KOR antagonists, beta-arrestin recruitment, cell-based, luminescence, uHTS (AID 1778); KOR beta-arrestin recruitment, luminescence, antagonist mode; higher % means a stronger effect; inhibition, % at 10 µM, or IC50 in µM where a hit was titrated; 290,000 compounds, 0.091% hits; further: strong numbers were not always called active
Dynein transport cytoplasmic EGFP: second read-out of Dynein transport, no call of its own (marks repeat the call); z-score; measured here: cytoplasmic GR-EGFP intensity; stronger effect = higher value
Dynein transport nuclear GR-EGFP: recorded beside Dynein transport, whose call it bears; z-score; measured here: nuclear GR-EGFP intensity;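 lower value marks the stronger effect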
Dynein transport cell count: recorded beside Dynein transport, whose call it bears; z-score; measured here: cell count per field
The depositor's hits bear a star; ? = inconclusive; . = not tested or not shown; [ ] = dose if it differs, or a comment. Unless noted, no stated cut-off is given here; in the data, active means inhibition above about 50%; inactive means the rest. This is a subset; rates above refer to the full screens.

Compound,AID2073,GPR55 beta-arrestin,Dynein transport,Dynein transport cytoplasmic EGFP,Dynein transport nuclear GR-EGFP,Dynein transport cell count,P. falciparum M17LAP,M1AAP inhibition,NOD2 inhibition,NOD1 NF-kB reporter,KOR beta-arrestin-1,KOR beta-arrestin-2
CCOC(=O)c1c(C)oc2ccc(NS(=O)(=O)c3ccc4c5c(cccc35)C(=O)N4)cc12,14.6%,-0.2%,1.38,-0.249,0.541,0.104,17.1%,19.4%,25.8%,8.5%,-2.9%,-15.7%
Cc1cc(NCc2ccco2)n2c(nc3ccccc32)c1C#N,18.6%,0.0%,-0.939,-0.219,-0.532,1.55,-205.7%,4.8%,7.5%,-11.4%,-7.4%,1.9%
COc1ccc(S(=O)(=O)N/N=C(/C)c2ccncc2)cc1,-11.1%,0.0%,.,.,.,.,.,.,11.3%,-7.4%,1.5%,1.5%
Cc1ccc(S(=O)(=O)N2CCCCC2)cc1NS(=O)(=O)c1cccc(C(=O)O)c1,-1.3%,0.1%,0.275,-0.272,0.245,0.62,23.1%,7.9%,12.9%,-17.3%,-2.8%,14.7%
CN(c1cccc(NC(=O)c2ccccc2N(Cc2ccccc2)S(C)(=O)=O)c1)S(C)(=O)=O,-5.6%,-0.2%,.,.,.,.,.,.,-5.8%,3.6%,5.9%,-40.5%[20 µM]
Cc1ccnc(N2CCC(C(=O)Nc3nnc(C)s3)CC2)n1,-6.3%,-0.3%,0.469,-0.38,0.545,-0.114,3.5%,1.0%,9.6%,-8.4%,11.3%,-3.8%
CCC(NC(=O)c1ccccc1NC(=O)c1ccco1)C(=O)NNC(=O)c1ccc(OC)cc1 (centres undefined),3.4%,0.3%,-0.678,-0.266,-0.372,2.21,-4.3%,0.5%,13.6%,9.0%,-1.7%,9.0%
COc1ccc(-n2nc(C(=O)NCC(=O)Nc3cccc(Cl)c3)c3ccccc3c2=O)cc1,?,-0.2%,.,.,.,.,.,.,-8.7%,10.1%,1.0%,-53.1%
CCSc1ccccc1C(=O)Nc1cccnc1,4.5%,0.2%,0.204,-0.281,-0.0358,0.651,-0.1%,3.3%,-1.0%,-9.5%,-3.4%,-11.5%
CCCNS(=O)(=O)c1ccc(CCC(=O)N2CCC(C)CC2)cc1,3.3%,-0.2%,0.21,-0.232,0.16,0.34,-2.1%,6.5%,-3.5%,10.4%,-4.2%,15.0%
CC(C)CCN1CCNC(=O)C1CC(=O)N(C)CCCN1CCOCC1 (centres undefined),13.2%,-0.1%,.,.,.,.,.,.,-1.0%,-24.5%,-1.5%,-6.7%
Cc1ccc(C(=O)OCC(=O)Nc2nc(-c3ccccc3)cs2)cc1NC(=O)c1ccco1,26.8%,-0.1%,1.29,-0.0454,1.04,-1.01,1.1%,9.5%,24.8%,41.4%,0.6%,-95.4%[20 µM]
CCn1cnc2cc(NC(=O)c3ccc(C)cc3)ccc21,0.4%,-0.1%,.,.,.,.,.,.,-45.8%,-67.3%,-3.8%,-20.8%[20 µM]
COc1ccc(C2CC(=O)c3cnc(Nc4cc(C)cc(C)c4)nc3C2)cc1 (centres undefined),7.3%,0.2%,-0.956,-0.222,-1.26,-0.00248,-12.5%,4.0%,-1.2%,30.3%,4.2%,-28.4%
O=[N+]([O-])c1ccc(Sc2nnnn2-c2ccccc2)nc1,17.5%,0.0%,-5.19*,1.57*,-2.4*,0.212*,-6.5%,-1.8%,-14.2%,5.0%,-5.6%,-26.9%
CC12CN3CC(C)(CN(C1)C3c1ccc(Cl)cc1)C2 (centres undefined),-3.6%,0.3%,-0.858,-0.273,-0.427,0.389,4.5%,1.3%,8.1%,-8.7%,-2.5%,7.7%
Cc1cc2nc(C)c(Cc3ccccc3)c(=O)n2[nH]1,6.5%,-0.2%,-0.396,-0.0367,0.156,0.401,-14.9%,4.5%,17.1%,-2.5%,-2.5%,-16.0%
Cc1cccc(NC(=O)CCNS(=O)(=O)c2cccc3nsnc23)c1,-1.0%,0.0%,-0.26,-0.205,0.246,0.511,7.5%,2.3%,9.8%,-13.0%,-2.7%,31.7%
Cc1ccccc1OCCn1c(CCNC(=O)C(C)C)nc2ccccc21,2.2%,-0.2%,-1.34,-0.205,-0.912,0.396,-4.8%,-3.3%,8.2%,4.3%,3.8%,1.2%
CC(C)(C)c1ccc(-c2nnc(N)s2)cc1,-1.5%,0.6%,1.59,-0.208,1.24,-1.43,-4.5%,1.9%,-158.7%,-79.0%,1.0%,-41.3%

Continuation:
Compound,AID2073,GPR55 beta-arrestin,Dynein transport,Dynein transport cytoplasmic EGFP,Dynein transport nuclear GR-EGFP,Dynein transport cell count,P. falciparum M17LAP,M1AAP inhibition,NOD2 inhibition,NOD1 NF-kB reporter,KOR beta-arrestin-1,KOR beta-arrestin-2
COC(=O)CSC1=C(C#N)C(c2ccccc2F)CC(=O)N1 (centres undefined),?,-0.1%,-0.859,-0.662,-0.177,0.0256,5.5%,0.1%,-1.8%,-10.6%,-1.5%,29.2%
C=CCN1C(=O)C(CC(=O)NCC)SC1=Nc1ccc(S(N)(=O)=O)cc1 (centres undefined),-9.9%,0.2%,0.299,0.0838,0.151,0.782,-5.4%,0.2%,5.0%,-29.2%,-6.0%,21.1%
CCN(CC)C(=O)CSc1nc2ccccc2c(=O)n1-c1cccc(OC)c1,-8.3%,0.2%,-0.569,-0.0622,0.0565,0.132,12.7%,8.3%,-13.4%,-35.0%,-2.3%,17.7%
CC(NC(=O)[C@@H](NC(=O)[C@@H]1Cc2ccccc2CN1)C(C)C)c1ccccc1 (some centres undefined),10.4%,0.7%,.,.,.,.,.,.,22.4%,-9.1%,-5.3%,-17.0%
CCOP(=O)(OCC)C(Nc1ccccc1)c1cc(OC)ccc1OC (centres undefined),6.9%,-0.2%,0.327,0.924,0.655,0.0349,5.1%,-1.6%,4.1%,-24.8%,1.4%,.
COc1ccccc1N1N=C(c2ccc([N+](=O)[O-])cc2)CC1c1ccccc1 (centres undefined),4.9%,<0.5µM*,.,.,.,.,.,.,5.8%,-25.1%,-2.2%,1.8%[20 µM]
Cc1cc(/C=N/Nc2nc(N3CCOCC3)nc(N3CCOCC3)n2)c(C)n1-c1ccccc1,17.8%,-0.4%,-0.158,-0.0685,0.0135,0.244,6.0%,11.3%,-4.8%,-16.8%,1.3%,-62.2%
COc1cc(/C=C/C(=O)OCC(=O)N2CCN(C(=O)c3ccco3)CC2)ccc1O,9.2%,-0.3%,1.52,-0.15,0.427,-1.22,-2.2%,7.6%,3.4%,-4.6%,4.4%,17.8%
COc1ccc(/C=C/C(=O)Nc2cccc(S(=O)(=O)NC3=NCCCCC3)c2)cc1,-2.4%,0.2%,-0.959,-0.224,-0.328,0.981,14.5%,4.5%,-73.0%,-8.1%,-2.0%,10.7%
COC(=O)c1ccccc1NC(=O)CC#N,1.4%,-0.1%,1.09,-0.193,1.01,-0.374,0.6%,-0.4%,-7.0%,-17.8%,-0.2%,-18.6%
Cc1ccc(SCCC(=O)NCCSCc2ccco2)cc1,15.0%,-0.2%,2.48,0.0756,1.93,-2.14,9.2%,4.5%,0.8%,-51.5%,-0.8%,13.5%
COc1ccc(C2C=C(c3ccccc3)Nc3nc(CCCO)nn32)cc1 (centres undefined),25.3%,0.2%,-0.161,-0.263,0.22,1.43,-80.4%,16.3%,4.7%,-24.9%,-3.9%,-20.7%
COc1ccccc1NS(=O)(=O)c1cc(NC(=O)c2cccs2)ccc1N1CCCCC1,17.2%,-0.4%,0.048,-0.251,-0.216,-0.71,-2.8%,0.5%,11.8%,27.5%,-0.1%,.
COc1ccc(N2CCN(C(CNC(=O)C(=O)NCCCn3ccnc3)c3cccnc3)CC2)cc1 (centres undefined),15.8%,-0.3%,-0.385,-0.311,-0.447,-0.128,8.3%,0.1%,12.1%,-13.6%,-4.9%,1.2%
COc1ccc(S(=O)(=O)N2CCCC2C(=O)n2nc(C)cc2C)cc1 (centres undefined),-18.0%,1.3%,3.45,-0.126,2.1,-1.85,2.7%,1.9%,-1.8%,-26.8%,8.2%,-2.4%
COc1ccc(CNC(=O)CN(CC2CCCO2)C(=O)CNS(=O)(=O)c2ccc(F)cc2)cc1 (centres undefined),-1.4%,0.3%,-1.05,-0.215,0.00319,0.325,3.0%,1.9%,2.5%,-9.6%,6.8%,16.2%
Cc1cnc(NC(=O)CSc2nnc(Cc3ccccc3)o2)s1,1.9%,-0.1%,-0.489,-0.0253,-0.391,0.946,0.0%,5.0%,18.9%,-18.3%,-1.4%,22.4%
Cc1cc(C(=O)COC(=O)CCc2nc3ccccc3c(=O)[nH]2)c(C)n1CC1CCCO1 (centres undefined),25.5%,1.0%,-0.454,-0.258,-0.308,0.102,10.9%,9.6%,9.9%,2.2%,-3.2%,6.0%
COC(=O)N/N=C/c1cn(CC(C)COc2ccccc2)c2ccccc12 (centres undefined),-3.2%,0.3%,-0.407,-0.254,-0.28,1.3,-6.4%,-0.3%,21.3%,36.0%,-2.8%,0.9%
COc1ccc(/C(C)=N/NC(=O)CNC(=O)/C=C\c2ccccc2)c(OC)c1,-11.3%,-0.2%,.,.,.,.,.,.,1.5%,-24.5%,-0.2%,-40.9%
COc1ccc(/C(C)=N/N2CCOCC2)c(O)c1,-7.5%,-0.1%,0.285,-0.175,0.232,-0.706,3.4%,8.5%,-7.6%,-7.2%,-4.2%,29.8%
Cc1ccc(C(=O)NC(=S)N2CCCC2)cc1,-39.0%,0.3%,.,.,.,.,.,.,13.5%,-3.7%,-1.9%,5.3%
